# Screens (PubChem)
# PV pol inh: poliovirus RdRp elongation inhibitors, primary screen, biochemical, fluorescence polarization, total intensity; Genome polyprotein (Poliovirus type 1 (strain Mahoney)), P03300; poliovirus polymerase elongation; active compounds read low; % elongation, % (compound at 16.7 µg/mL); 0.66% of 150,000 active; AID 588519, 2011; in the data active = % elongation below about 90%; also: some results filed as inactive read as strong as hits
# Target sequence (P03300 1749-2209 limits assumed): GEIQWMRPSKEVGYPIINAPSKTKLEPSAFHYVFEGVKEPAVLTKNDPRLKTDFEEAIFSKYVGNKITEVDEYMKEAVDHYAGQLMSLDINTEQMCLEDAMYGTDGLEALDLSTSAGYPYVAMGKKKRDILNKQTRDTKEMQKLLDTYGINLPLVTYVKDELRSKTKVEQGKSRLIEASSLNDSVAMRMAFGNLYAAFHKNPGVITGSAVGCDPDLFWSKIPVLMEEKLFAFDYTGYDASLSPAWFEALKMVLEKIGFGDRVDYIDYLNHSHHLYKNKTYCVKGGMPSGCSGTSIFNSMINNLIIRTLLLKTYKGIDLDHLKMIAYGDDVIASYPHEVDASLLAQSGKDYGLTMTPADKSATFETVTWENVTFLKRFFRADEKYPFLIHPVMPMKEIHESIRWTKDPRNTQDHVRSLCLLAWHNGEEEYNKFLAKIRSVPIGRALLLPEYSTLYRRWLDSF
# PV pol inh FP z-score: further read-out of PV pol inh, marked with its call; z-score; measured here: FP z-score; hits read low
# The depositor's hits bear a star. This is a subset; the hit share may differ from the screen's.
Compound,PV pol inh,PV pol inh FP z-score
O=C(O)CCCN1C(=O)C(O)=C(C(=O)/C=C/c2ccccc2)C1c1ccccc1 (centres undefined),98.0,-0.4
COc1cc(C(=O)NCC(c2ccc(Cl)cc2)N2CCOCC2)cc(OC)c1OC (centres undefined),105.0,0.2
CCCCc1nc2ccccc2n2c(-c3ccc(C)cc3)c3c(=O)n(C)c(=O)n(C)c3c12,106.0,0.4
CCOC(=O)c1c(S(=O)(=O)N2CCN(c3cccc(C(F)(F)F)c3)CC2)c(C)n(C)c1C,111.0,0.5
CN(C(=O)CCc1nc(-c2ccccc2F)no1)c1ccc(Cl)cc1,101.0,-1.1
COCCN1Cc2cccc(C(=O)Nc3ccc(C(C)C)cc3)c2C1=O,99.0,-0.6
Cc1[nH]c2ccccc2c1CC1C(=O)N(C)C(=O)N(C)C1=O,98.0,-0.6
O=C(c1ccco1)N1CCN(C(=O)C2CCCc3c2[nH]c2ccc(Cl)cc32)CC1 (centres undefined),103.0,0.3
O=C(N/C(=C\c1ccc(O)cc1)C(=O)N1CCCCC1)c1ccccc1,100.0,-0.3
O=C(NCc1ccccc1Cl)c1cc2c(s1)-c1ccc(Cl)cc1SC2,107.0,0.1
Cc1oc2ccc(OCc3ccc(Cl)cc3)cc2c1C(=O)O,101.0,-0.3
NCCCN1Cc2ccccc2C1,101.0,-0.1
Cn1c(=O)cc(OCCCC(=O)NCC2(c3ccccc3)CCCC2)c2ccccc21,104.0,0.8
CCN(C(=O)c1cc2c(=O)[nH]c3ccc(C)cc3c2s1)c1ccccc1,104.0,1
CCOc1ccccc1NC(=O)[C@@H]1CCCN1S(=O)(=O)c1ccccc1C(F)(F)F,105.0,0.4
O=S(=O)(NCc1csc(-c2cccnc2)n1)c1ccc(Cl)s1,102.0,0.9
CCN1CCN(Cc2ccc(-c3ccccc3)cc2)CC1,101.0,0.2
Cc1cccc(NC(=O)c2ccc(S(=O)(=O)N(C)C)cc2)n1,101.0,-0.2
Cc1ccc(CNC(=O)c2cc3cc(C)ccc3n2C)cc1,100.0,-1.4
CC(C)(C)P(=O)(c1ccncc1)N1CCCCCC1 (centres undefined),105.0,0.4
O=C(c1ccc(OCCN2CCCCC2)cc1)c1c(-c2ccc(O)cc2)sc2cc(O)ccc12,103.0,0.4
Nc1nnn2c(=O)c3cccc4cccc(c43)c12,97.0,-1.8
CC(CNC(=O)CCc1nnc2ccc(NCCCN3CCCC3=O)nn12)c1ccccc1 (centres undefined),100.0,0
CCC1CCCCN1C(=O)c1nn(-c2ccc(C)cc2)c(=O)c2c1c1ccccc1n2C (centres undefined),113.0,1.4
Cc1[nH]c(=O)[nH]c(=O)c1S(=O)(=O)NCCOC12CC3CC(CC(C3)C1)C2,105.0,0.3
CCOc1ccc(NC2SC(=O)N(Cc3ccccc3)C2=O)cc1 (centres undefined),108.0,0.3
Cc1ccc(Cl)cc1N1CCN(CCCNC(=O)c2cc3c(C)nc4ccccc4c3o2)CC1,100.0,-0.2
O=C(Nc1ccc2c(c1)OCCO2)Nc1nnc(N2CCCC2)s1,101.0,-0.3
Cc1ccc(NC(=O)CSc2nc(C)c(Cc3ccccc3)c(=O)[nH]2)cc1C,104.0,-0.8
O=C(NCc1ccc(Cl)cc1)C1c2ccccc2Oc2ccccc21,103.0,0.2
O=C(NC1CC1)C1C2C=CC3(O2)C1C(=O)N(Cc1ccccc1)C3C(=O)NC1CCCC1 (centres undefined),101.0,0
Cc1ccc2nc(CSc3nnc(NC(=O)C(C)C)s3)cc(=O)n2c1,109.0,0.7
CC(Sc1ncn(-c2ccccc2)n1)C(=O)Nc1nccs1 (centres undefined),101.0,-0.4
O=C1COc2ccc(-c3csc(-n4nccc4C(F)(F)F)n3)cc2N1,87.0*,-1.8*
CCOC(=O)c1[nH]c(C)c(C)c1O,99.0,-1.1
C/C(=C\C#N)Nc1cccc(C(F)(F)F)c1,102.0,0.2
COc1cccc(C2C(C(=O)Nc3ccc(C)cc3C)=C(C)Nc3c(C(=O)Nc4cccc(C)c4)cnn32)c1OC (centres undefined),113.0,0.7
COc1ccc(C2NNC(=S)S2)cc1 (centres undefined),104.0,0.2
O=C1NC(=O)C(=Cc2cn(Cc3ccccc3)c3ccccc23)C(=O)N1,105.0,0.6
O=C1S/C(=C\c2ccc(N3CCOCC3)o2)C(=O)N1c1ccccc1,69.0,-7.5
Cc1nnc(-c2ccc(-c3ccccc3)cc2)o1,100.0,-0.6
Cc1nn(CCC(=O)N2CCN(c3ccccc3F)CC2)c(C)c1S(=O)(=O)N1CCCC1,103.0,-0.8
O=C(NN1CC(=O)N(CCc2ccccc2)C1=O)c1cccnc1,104.0,0.7
CN[C@H](CC(=O)O)C(=O)O,101.0,0.2
CCOc1ccc(NC(=O)c2ccc(SC)cc2OC)cc1,101.0,0.3
CCOCCCNC(=O)Cn1ncc2c([nH]c3ccccc32)c1=O,111.0,0.9
CC12CCC3(C)OCC(COC(=O)NS(=O)(=O)c4ccccc4)(CO1)N23 (centres undefined),104.0,0.7
CCN(CC(=O)Nc1ccccc1)c1ccccc1,100.0,0
Cc1cc(C(=O)COC(=O)c2cc(S(C)(=O)=O)ccc2Cl)c(C)n1C,103.0,0.1
CCN=C1S/C(=C/c2sccc2C)C(=O)N1CC,106.0,0.3

# Further structures follow:
Compound,PV pol inh,PV pol inh FP z-score
COc1ccccc1OCC(=O)N1CCC(c2nc3ccccc3o2)CC1,108.0,0.4
CC1CN(C2=NCCN2S(=O)(=O)c2cc(C(F)(F)F)cc(C(F)(F)F)c2)CC(C)O1 (centres undefined),105.0,0
O=C(Cn1nc(-c2ccco2)ccc1=O)Nc1ccccc1Cl,101.0,-0.6
CCN1/C(=C2\C(=O)N(c3ccccc3)N=C2C)C=Cc2ccccc21,103.0,0.3
O=C(Sc1ccc(Cl)cc1)c1cnc2n(c1=O)CCS2,101.0,-0.2
COc1ccc(CNC(=O)CSc2ncc3c(n2)-c2ccc(Cl)cc2N(Cc2ccccc2)S3(=O)=O)cc1,110.0,0.2
COc1ccc2c(Cl)c(-c3nnco3)sc2c1,100.0,-0.2
CCOc1ccc(CNC(=O)c2cc(=O)[nH]c3ccc(S(=O)(=O)N4CCCC4)cc23)cc1,118.0,1.8
Cc1cccc(-c2nnc(SCC(=O)NC3CCCCC3)o2)c1,102.0,-1
COC(=O)C1Cc2ccccc2CN1Cn1c(SC)nc2ccccc21 (centres undefined),99.0,-0.6
O=C(NCc1noc2ccccc12)N1CCc2ccccc21,101.0,-0.2
CCc1cc2c(cc3c(=O)n(CC(=O)N4CCCCC4)nc(CC)n32)s1,109.0,0.9
COc1ccc(N2CCN(CCCNC(=O)/C=C3\Sc4ccccc4NC3=O)CC2)cc1,98.0,-1
COCCCn1nnnc1SCC(=O)Nc1ccccc1,99.0,-1
CCOC(=O)C1=C(N)Oc2c(c(=O)[nH]c3ccccc23)C12C(=O)Nc1ccccc12 (centres undefined),104.0,0.6
Cc1ccc(NC(=O)CC2COc3ccccc3O2)cc1C (centres undefined),109.0,0.8
O=c1[nH]c(=S)sc2ccccc12,99.0,-0.9
CCOC(=O)c1cc2ccc(OC(=O)c3ccco3)cc2oc1=O,101.0,0.2
COc1ccccc1NC(=O)C1=C(C)Nc2ncnn2C1c1sccc1C (centres undefined),108.0,0.5
CCOc1ccccc1CNC(=O)Cn1ncc2c([nH]c3ccccc32)c1=O,102.0,-0.4
COC(=O)c1sc(NC(=O)Cn2cnc3sccc3c2=O)c(C(=O)OC)c1C,106.0,0.5
CC(NCc1ccccc1)C(=O)Nc1ccccc1 (centres undefined),101.0,0
COC(=O)c1ccc(-c2ccco2)n1CC(=O)N1CCC(C(N)=O)CC1,100.0,-0.9
Cc1ccc(-c2nnc(Nc3ccc(O)cc3)c3ccccc23)cc1S(=O)(=O)N(C)C,99.0,-0.7
CC1(C)CC2CC(C)(CN2c2nc(N)c(C#N)c(CC#N)c2C#N)C1 (centres undefined),112.0,1
O=C(O)C(Cc1ccccc1)NC(=O)C(c1ccccc1)c1ccccc1 (centres undefined),100.0,-0.8
CNC(=O)CN1CCCC(c2nc3ccccc3[nH]2)C1 (centres undefined),104.0,0.5
COc1ccc(C)cc1NC(=O)CC1NCCNC1=O (centres undefined),104.0,-0.2
COc1ccc(NC(=O)c2ccccc2C(=O)N2CCCCC2)cc1,100.0,-0.4
Cc1ccc2cc(CN(C(=O)c3cnccn3)C3CCCCC3)c(=O)[nH]c2c1,103.0,0.4

# Some values from above:
# PV pol inh result of CC1CN(C2=NCCN2S(=O)(=O)c2cc(C(F)(F)F)cc(C(F)(F)F)c2)CC(C)O1 (centres undefined) reads 105.0
# PV pol inh FP z-score result of CC(Sc1ncn(-c2ccccc2)n1)C(=O)Nc1nccs1 (centres undefined) reads -0.4

# Going on with the list:
Compound,PV pol inh,PV pol inh FP z-score
Cc1nc2sccn2c(=O)c1S(=O)(=O)Nc1ccc(N2CCOCC2)cc1,110.0,0.5
CSc1ncccc1C(=O)Nc1ccccc1C,98.0,-1.8
COc1ccc(C(N)=O)c(O)c1,103.0,-0.1
CCCOc1ccc(C2C(=O)N(C3CCCCCC3)CC(=O)N2Cc2ccc(OC)cc2)cc1OC (centres undefined),102.0,-1.2
Cc1cc2c(cc1S(=O)(=O)N(C)Cc1ccccc1)OCCN2C,101.0,0
O=c1c2ccccc2nc2sc3ccccc3n12,100.0,-0.4
C=CCSc1nnc(-c2c[nH]c3ccccc23)n1CC,100.0,-0.4
O=C(O)CCS(=O)(=O)c1ccccc1,103.0,0.3
NCCC(Cc1ccccc1)c1ccc2c(c1)OCO2 (centres undefined),106.0,0.2
Nc1nc2ccccc2n1CCCOc1ccc(F)cc1,102.0,0.9
CCOc1ccc(CN(C)C(=O)c2cc(S(=O)(=O)N3CCOCC3)ccc2C)cc1,101.0,-1.4
COc1cc(OC)cc(C(=O)OCC(=O)c2ccc(O)cc2O)c1,101.0,0
c1ccc(CCNCc2cn[nH]c2-c2cccs2)cc1,102.0,0.1
N#Cc1ccc(C2Oc3ccccc3C3CC(c4ccc5c(c4)OCCO5)=NN32)cc1 (centres undefined),104.0,0.2
CCc1nnc2c3cnn(-c4ccccc4)c3nc(C)n12,103.0,0
N#C[C@@H]1O[C@H](COC(=O)c2ccccc2)[C@@H](OC(=O)c2ccccc2)[C@H]1OC(=O)c1ccccc1,108.0,0.7
COC(=O)c1c(C)nn(-c2ccc(OC(F)(F)F)cc2)c1-c1snnc1C,102.0,-0.5
N/C(CN1CCSCC1)=N\OC(=O)c1ccccc1F,102.0,0
COc1ccccc1C(=O)Nc1ccc(-c2cn3ccccc3n2)cc1,98.0,-0.5
Cc1nc2cc(-c3cccc(F)c3)nn2c(C)c1CCC(=O)N1CCN(c2ccc(F)cc2)CC1,102.0,-1.5
O=C1C2CC=CCC2C(=O)N1Cc1nnc(-c2ccc(Cl)cc2)o1 (centres undefined),99.0,-0.3
O=c1[nH]ncc(N2CCCC2)c1Br,95.0,-1.1
CN1CCN(C(=O)COc2cc(=O)n(C)c3ccccc23)CC1,101.0,-0.3
COC(=O)c1c(NC(=O)c2cc3ccccc3o2)sc2c1CCCC2,99.0,-0.5
CCOC(=O)c1cc(-c2ccccc2)n(CCC(=O)NCCc2cccc(C)c2)c1C,103.0,-0.1
C=CCNC(=O)C1=CC(c2ccc(F)cc2)=NS(=O)(=O)N1C,102.0,0.3
COc1ccc(CNC(=O)c2ccc3c(c2)N(Cc2cc(C)ccc2C)C(=O)CS3)cc1,107.0,0.7
CCN(c1ccccc1)S(=O)(=O)c1nnc(NC(=O)C(C)Oc2ccccc2)s1 (centres undefined),113.0,1
Cc1ccc(NC(=O)Cn2cnc3sc(C(=O)O)c(C)c3c2=O)cc1Cl,109.0,0.5
COC(=O)c1nnn(-c2nonc2N)c1CN1C(=O)c2ccccc2C1=O,101.0,0.3
O=C(c1ccc2c(c1)CCN2S(=O)(=O)c1ccccc1)N1CCOCC1,103.0,0.5
Cc1cccc2c3c4n(c12)CC1COC4(CCC3)O1 (centres undefined),103.0,0.2
O=c1[nH]c(SCc2ccc(Br)cc2)nc2c1CCCC2,112.0,0.9
COc1ccc(C2CCCCCN2C(=O)Cn2nc(C(N)=O)c3ccccc3c2=O)cc1 (centres undefined),103.0,0
Cc1nn2c(c1-c1cccc(Cl)c1)NCN(Cc1ccc(Cl)cc1)C2,103.0,0.2
CNc1ccccc1-c1nc2ccccc2o1,104.0,1
CC(=O)N1CC(C)Oc2ccc(S(=O)(=O)N(CC(C)C)CC(C)C)cc21 (centres undefined),102.0,0.2
COc1ccc(N(CC(=O)NCCc2cccc(C)c2)S(=O)(=O)c2c(C)noc2C)cc1,103.0,-0.2
Cc1ccc2nsnc2c1NC(=O)C(C)(C)C,103.0,0.6
O=C(CSc1n[nH]c(-c2ccccc2)n1)N1CCN(c2ccc(F)cc2)CC1,103.0,-1.1
Cc1ccc(-n2c(C)cc(C(=O)CSc3nc(N)cc(N)n3)c2C)cc1C,104.0,0.2
NC(=O)c1nc(Cl)c(Cl)c(Cl)c1Cl,102.0,-0.1
COc1ccccc1Cc1nc2ccccc2nc1SCC(=O)N1CCc2ccccc21,101.0,-1

# Filtered by structure, the compounds so far containing a COOH group (6)
Compound,PV pol inh,PV pol inh FP z-score
O=C(O)CCCN1C(=O)C(O)=C(C(=O)/C=C/c2ccccc2)C1c1ccccc1 (centres undefined),98.0,-0.4
Cc1oc2ccc(OCc3ccc(Cl)cc3)cc2c1C(=O)O,101.0,-0.3
CN[C@H](CC(=O)O)C(=O)O,101.0,0.2
O=C(O)C(Cc1ccccc1)NC(=O)C(c1ccccc1)c1ccccc1 (centres undefined),100.0,-0.8
O=C(O)CCS(=O)(=O)c1ccccc1,103.0,0.3
Cc1ccc(NC(=O)Cn2cnc3sc(C(=O)O)c(C)c3c2=O)cc1Cl,109.0,0.5
